# FXIIa inh mix: blocks human factor XIIa in pooled compound mixtures; inhibition, % at 5 µM; P00748; 0.2% of 62,000 active; purified FXIIa, fluorogenic substrate;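 further: 0% = enzyme without compound and 100% = no enzyme blank; some results filed as inactive read as strong as hits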
# AP complement: alternative pathway complement inhibition, orthogonal assay; 0.08% of 62,000 active; inhibition, % at 5 µM; Human serum alternative complement pathway, LPS-coated ELISA, C3 deposition; tested in compound mixtures;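 active means inhibition above 30% in each of the two pooled mixtures holding the compound, so the lower value exceeds 30%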;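 further: 0% = serum in Mg-EGTA without compound and 100% = EDTA serum blank; some compounds past the cut are filed as inactive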
#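 Medium: diluted human serum in Mg2+-EGTA GVB++. Assay system: human serum complement alternative pathway, C3 deposition onto LPS. Also added: Plate-bound LPS. Technique: Anti-C3 ELISA, OD 450 nm. Measure: percent inhibition. Incubation: 1 h at 37 °C. Dosing: 5 µM each compound, pools of ten, 50 µM per pool.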
# C1s block: human complement C1s inhibition; AID 538; 0.16% of 62,000 active; mean inhibition % of two 10-compound mixtures (stronger effect = higher value), % at 5 µM (by protocol); P09871; purified C1s, fluorogenic AMC substrate, pooled mixtures;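 active means inhibition above 20% in each of the two 10-compound mixture wells holding the compound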;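 further: 0% = enzyme wells lacking compound mixture and 100% = no-enzyme blank wells; some compounds called inactive have numbers as strong as hits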
# Target sequence (P09871 16-437 limits assumed): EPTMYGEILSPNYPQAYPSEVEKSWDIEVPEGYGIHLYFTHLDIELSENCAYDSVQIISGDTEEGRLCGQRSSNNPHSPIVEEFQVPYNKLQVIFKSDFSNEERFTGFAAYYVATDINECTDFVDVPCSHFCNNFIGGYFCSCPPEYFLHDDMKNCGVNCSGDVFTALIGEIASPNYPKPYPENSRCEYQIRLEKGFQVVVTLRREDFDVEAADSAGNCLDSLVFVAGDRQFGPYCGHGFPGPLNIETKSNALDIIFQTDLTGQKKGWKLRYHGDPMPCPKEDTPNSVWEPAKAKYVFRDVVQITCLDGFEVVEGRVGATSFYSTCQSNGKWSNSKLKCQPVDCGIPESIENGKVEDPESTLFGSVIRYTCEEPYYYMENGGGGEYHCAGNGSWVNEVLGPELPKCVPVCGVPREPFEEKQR
# Target sequence (P09871 438-688 limits assumed): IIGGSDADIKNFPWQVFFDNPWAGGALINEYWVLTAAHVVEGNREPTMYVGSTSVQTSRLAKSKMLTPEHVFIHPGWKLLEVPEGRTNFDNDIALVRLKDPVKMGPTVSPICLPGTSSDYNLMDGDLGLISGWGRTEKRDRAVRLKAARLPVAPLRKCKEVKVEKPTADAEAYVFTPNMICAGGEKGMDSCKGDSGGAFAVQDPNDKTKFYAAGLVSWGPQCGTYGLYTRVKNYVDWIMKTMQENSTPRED
# CatL block: inhibitors of human cathepsin L; purified cathepsin L, fluorogenic substrate, fluorescence; AID 460; 0.17% of 58,000 active; inhibition, %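 (tested at 10 µM)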; P07711; in the data active means inhibition above about 45%;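 further: 0% = enzyme with no compound and 100% = no enzyme blank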
# Target sequence (P07711 114-288 limits assumed): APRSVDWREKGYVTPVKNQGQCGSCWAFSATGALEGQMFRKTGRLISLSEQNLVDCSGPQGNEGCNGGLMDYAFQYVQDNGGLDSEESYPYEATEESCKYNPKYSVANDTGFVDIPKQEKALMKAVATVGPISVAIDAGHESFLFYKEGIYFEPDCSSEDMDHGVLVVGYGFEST
# Target sequence (P07711 292-333 limits assumed): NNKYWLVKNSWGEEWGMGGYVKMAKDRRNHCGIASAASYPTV
# CatB mix inh: human cathepsin B inhibition by mixtures. AID 488. Purified cathepsin B, AMC dipeptide fluorescence, compound mixtures. 0.06% of 62,000 active. P07858. inhibition, %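 (ten-compound pools at 5 µM per compound and 50 µM total)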; in the data active means inhibition above about 22%, passing the limit was not always enough;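 further: 0% = enzyme without compound and 100% = no enzyme blank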
# Cathepsin G inh: blocks human cathepsin G enzyme activity | P08311 | purified enzyme, AMC-tetrapeptide fluorescence, pooled mixtures | inhibition, % at 5 µM (by protocol) | 0.2% of 62,000 active | AID 581;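 active means inhibition above 20% in each of the two mixture wells holding the compound; inactive means inhibition of 20% or less in either well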;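 further: 0% = enzyme control without mixture and 100% = blank lacking enzyme; strong numbers were not always called active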
# FXIa mix inh: blocks human factor XIa in pooled compound mixtures; P03951; 0.19% of 62,000 active; purified FXIa, fluorogenic substrate; inhibition, % at 5 µM;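 further: each value is inhibition by a whole ten-compound pool holding the compound; 0% = enzyme with no mixture and 100% = wells lacking enzyme; strong numbers were not always called active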
# CatB block: inhibitors of human cathepsin B; P07858; purified cathepsin B, fluorogenic substrate, fluorescence; inhibition, %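 (tested at 10 µM)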; 0.1% of 63,000 active; AID 453; in the data active means inhibition above about 21%;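 further: 0% = enzyme with no compound and 100% = no enzyme blank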
# CatS inh: human cathepsin S inhibition; P25774; recombinant cathepsin S, AMC dipeptide fluorescence, pooled mixtures; inhibition, %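 (tested at 5 µM per compound within 10-compound mixtures)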; 0.06% of 62,000 active; AID 501; in the data active means inhibition above about 32%, passing the limit was not always enough;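 further: 0% = enzyme without compound and 100% = blank without enzyme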
# An asterisk follows results filed as active; nt = no result given. Unless noted, no stated cut-off is given here; in the data, active means inhibition above about 20% (passing the limit was not always enough); inactive means the rest.
item	mol	FXIIa inh mix	AP complement	C1s block	CatL block	CatB mix inh	Cathepsin G inh	FXIa mix inh	CatB block	CatS inh
1	CCC(=O)N1CCc2cc(S(=O)(=O)NCCC(=O)N3CC=C(c4ccccc4)CC3)ccc21	4.1	5.9	15.1	11.5	4.3	8.7	8.5	-0.5	8.4
2	O=C(Nc1cccc2ccccc12)c1cnccn1	3.6	-2.6	13.8	14.5	3.1	8.0	3.3	1.6	6.2
3	COc1ccccc1-n1c(CNC(=O)c2ccco2)nnc1SCC(=O)Nc1nccs1	1.2	24.6	10.0	nt	6.1	8.3	-0.4	0.2	-1.0
4	CCCOCC1CC2(SC(=Nc3ccc(C)cc3)NC2=O)C(=O)O1 (centres undefined)	-6.6	-13.1	-10.6	11.8	4.8	-3.5	1.0	5.8	10.7
5	CCCCCCn1c(CN2CCN(CCO)CC2)nc2c1c(=O)n(C)c(=O)n2C	10.0	0.8	33.8	9.3	-4.0	-3.7	13.0	-2.2	2.6
6	Cc1nccc2[nH]c(=O)c(C(=O)NCCCN(C)C3CCCCC3)cc12	-3.9	15.6	5.0	19.7	3.1	11.0	1.1	3.7	2.7
7	COc1ccc(S(=O)(=O)NC(CC(=O)NCCc2ccc(OC)c(OC)c2)c2ccco2)cc1 (centres undefined)	5.9	0.6	-4.1	11.2	0.2	7.8	-0.8	4.1	-17.5
8	CCOC(=O)c1ccc2c(c1)n(CCO)c(C)[n+]2CC	2.5	13.4	-107.9	-5.4	-7.5	-20.0	-13.9	0.6	-16.1
9	Cc1cc(C)nc(-n2nc(C)cc2NC(=O)c2cc(=O)c3ccccc3o2)n1	-12.4	10.1	3.6	24.9	8.8	0.0	11.1	0.5	16.6
10	Cc1ccc(NC(=O)CSC2=C(C#N)C(c3ccc4c(c3)OCO4)CC(=O)N2)cc1C (centres undefined)	5.7	-10.0	-19.2	0.9	-3.7	-8.1	6.0	-0.6	6.0
11	COc1cc2nc(CC(C)C)n(NC(=O)c3ccccc3)c(=O)c2cc1OC	-10.4	30.1	-104.9	-2.1	-7.6	-2.1	-20.9	-0.9	-17.4
12	O=C(NCc1cccs1)c1cccc(S(=O)(=O)N2CCCCC2)c1	12.6	6.4	-1.3	1.9	3.9	9.0	8.3	0.3	-5.5
13	COc1ccc(O)c(C2NC(CC(C)C)(C(=O)O)C3C(=O)N(Cc4ccccc4)C(=O)C23)c1 (centres undefined)	4.5	-2.4	-13.3	-0.6	4.5	6.8	-0.8	6.4	20.0
14	Cn1c(SCC(=O)N2CCCCC2)nnc1-c1ccc(S(=O)(=O)N2CCOCC2)cc1	-11.0	-2.2	-22.2	6.8	2.2	-8.3	0.9	4.2	-1.0
15	O=C1CC(N2CCN(c3ccccc3F)CC2)C(=O)N1c1ccc2c(c1)OCCO2 (centres undefined)	-9.1	-2.4	-16.2	3.9	-4.9	-2.0	-9.9	-2.6	3.8
16	COCCc1ccc(OCC(O)CNC(C)C)cc1 (centres undefined)	0.3	8.0	-0.2	4.9	5.1	11.8	-0.6	0.2	0.1
17	CCOC(=O)c1ccc(COC(=O)CNC(=O)CNC(=O)c2ccc(OC)cc2)o1	0.6	4.8	1.9	6.9	1.7	-1.8	9.9	4.7	5.8
18	Cc1cc(C)nc(SCc2nnc(SCC(=O)N3CCOCC3)o2)n1	4.3	-0.7	2.9	6.8	-2.3	7.8	-3.9	0.8	-9.1
19	O=C(O)Cn1c(P(=O)(O)c2ccccc2)nc2ccccc21	-13.8	14.6	9.2	6.4	1.2	5.1	3.5	4.8	-2.3
20	CCCCn1c(SCc2cc(=O)[nH]c3ccccc23)nc2c1c(=O)n(C)c(=O)n2C	6.7	27.6	-3.2	1.5	2.3	2.3	-6.0	6.3	-2.6
21	CC(=O)N1CCc2cc(Br)cc(S(=O)(=O)N3CCCCCC3)c21	-1.3	11.1	-37.3	3.7	2.5	8.1	1.1	1.9	-6.0
22	CC(=O)c1cccc(NC(=O)c2ccco2)c1	2.5	8.4	-8.9	10.7	1.6	7.7	-9.8	1.7	0.9
23	CN(C)c1ccc(P(=O)(OCc2ccccc2)C(O)c2ccncc2)cc1 (centres undefined)	4.5	4.1	11.3	7.6	1.6	9.2	5.7	3.7	1.8
24	COc1cc(NS(=O)(=O)c2ccc(Br)cc2)c(OC)cc1NC(=O)c1ccco1	0.0	1.1	-6.8	0.7	-0.6	1.8	11.2	3.9	16.2
25	COc1cc(C2c3c(n[nH]c3C)C(=O)N2c2ccc(Br)cc2)ccc1O (centres undefined)	-1.6	9.0	-4.9	-0.6	6.8	-2.0	6.0	-2.0	-4.8

# A second format for part of the listing above:
8: CCOC(=O)c1ccc2c(c1)n(CCO)c(C)[n+]2CC
  FXIIa inh mix: 2.5; AP complement: 13.4; C1s block: -107.9; CatL block: -5.4; CatB mix inh: -7.5; Cathepsin G inh: -20.0; FXIa mix inh: -13.9; CatB block: 0.6; CatS inh: -16.1

6: Cc1nccc2[nH]c(=O)c(C(=O)NCCCN(C)C3CCCCC3)cc12
  FXIIa inh mix: -3.9; AP complement: 15.6; C1s block: 5.0; CatL block: 19.7; CatB mix inh: 3.1; Cathepsin G inh: 11.0; FXIa mix inh: 1.1; CatB block: 3.7; CatS inh: 2.7

# The results go on.
item	mol	FXIIa inh mix	AP complement	C1s block	CatL block	CatB mix inh	Cathepsin G inh	FXIa mix inh	CatB block	CatS inh
26	Fc1cnc(N2CCOCC2)nc1N1CCc2ccccc21	7.3	-6.9	0.4	-10.1	-0.1	-1.9	-9.7	9.5	0.2
27	Cc1ccc(-c2nnn(CC(=O)N(Cc3cccs3)C(C(=O)NC(C)(C)C)c3ccco3)n2)o1 (centres undefined)	1.5	15.6	16.6	3.3	5.4	10.7	3.8	6.3	-2.0
28	COC(=O)c1nnn(-c2nonc2N)c1CSc1ccccn1	3.6	7.9	-9.1	2.4	2.7	8.4	0.9	-0.4	-7.7
29	CC(C)CCn1c(SCC#N)nc2c(sc3ccccc32)c1=O	-18.7	15.5	-5.2	4.6	-6.3	9.6	-7.0	2.7	-0.2
30	Cc1cccc(C2CC(c3ccccc3)Nc3nc(N)nn32)c1 (centres undefined)	11.4	6.9	13.0	9.2	5.0	11.7	5.2	3.6	-6.0
31	CCOc1ccccc1N1CCN(C(=O)c2cc[n+]([O-])cc2)CC1	12.1	9.2	4.7	nt	3.1	-0.2	4.2	-5.3	-0.9
32	CN(C)S(=O)(=O)c1ccc(S(=O)(=O)N(CC(=O)Nc2ccccc2)CC2CCCO2)cc1 (centres undefined)	2.9	4.7	3.2	-5.0	-3.1	-0.1	9.2	-0.5	-3.9
33	CCOc1ccccc1N(C(=O)CNC(=O)c1ccco1)C(C(=O)NC1CCCC1)c1cccnc1 (centres undefined)	-15.8	-0.9	-16.8	2.5	-1.1	-2.0	-12.2	1.6	5.5
34	COc1ccc(-n2c(Cc3cccn3C)nnc2SCC(=O)NCc2ccccc2Cl)cc1	-12.8	11.6	-39.5	101.4*	0.0	8.0	-3.8	0.1	0.1
35	Cc1ccc(C)c(CSc2nnc(CCN)o2)c1	7.9	-3.9	2.7	8.6	4.5	-4.0	-0.6	3.6	12.2
36	O=C1c2ccccc2C(=O)N1CC1=CCS(=O)(=O)C1	-11.2	3.5	-7.3	7.6	3.5	-2.0	3.3	-4.4	7.9
37	C=C(C)Cn1c(CCNC(=O)CCC)nc2ccccc21	-18.4	4.3	-2.5	3.3	1.2	-0.8	4.0	-4.3	-4.9
38	COc1ccc(NC(=O)c2ccc3c(c2)n(C)c(=O)n3C)cc1	8.5	18.5	-52.6	nt	-0.9	3.1	-7.5	1.4	-5.5
39	Cc1ccc2ccc(S(=O)(=O)n3nc(C)cc3C)cc2c1	-17.6	19.8	1.7	22.6	2.6	1.1	2.8	-4.8	7.7
40	O=C(NCCCC(=O)N1CCOCC1)c1cccnc1	-5.9	-1.0	-23.1	4.0	1.2	3.0	-4.0	nt	8.6
41	Cc1ccccc1C(=O)NC1CCN(Cc2nnnn2Cc2ccccc2)CC1	2.8	6.1	1.4	6.5	4.3	8.3	-3.4	-1.4	9.4
42	OC(COc1cccc(OCC(O)CN2CCCC2)c1)CN1CCCC1 (centres undefined)	3.7	7.7	-3.1	nt	3.8	-2.9	7.0	-1.2	9.9
43	CCOc1ccc(Cl)cc1S(=O)(=O)n1cnc2ccccc21	-1.0	10.1	15.9	20.0	3.9	11.1	3.1	-2.1	5.9
44	COc1ccccc1N(CC(=O)NCCSC(C)(C)C)S(C)(=O)=O	-13.0	9.7	-7.6	nt	1.6	10.3	6.0	nt	-3.0
45	COCCNC(=O)C(c1ccco1)N(C(=O)Cn1nnc2ccccc21)c1cc(C)ccc1C (centres undefined)	4.6	6.3	17.3	-8.5	5.8	13.6	4.4	0.0	0.8
46	Cc1cc(C)n2nc(NCc3ccccc3)nc2n1	9.0	22.7	7.8	-22.8	4.4	9.0	-0.1	1.0	-3.0
47	COc1ccccc1N1CCN(C(=O)CSc2nc3ccccc3c(=O)n2CC2CCCO2)CC1 (centres undefined)	2.8	11.9	0.7	6.4	3.2	10.7	0.2	2.5	-2.7
48	CCOc1ccccc1NC(=O)N1C2CCCC1CC(NC(=O)C1CC1)C2 (centres undefined)	0.7	13.4	-7.9	4.9	3.4	9.0	-1.8	4.8	-9.4
49	COc1ccccc1C(=O)Nc1ccccc1N1CCN(S(C)(=O)=O)CC1	2.5	9.7	-0.5	-6.0	-4.6	1.7	7.3	-3.2	4.8
50	CC(C)(C)OC(=O)N1Cc2ccccc2C[C@H]1C(=O)O	3.1	20.2	-7.7	-1.1	-1.4	-0.6	0.7	-0.9	4.9
51	CN1CCc2c(sc(/N=C/c3cccs3)c2C(N)=O)C1	-6.0	11.3	7.2	-9.7	3.5	10.2	2.8	5.5	-7.9
52	Cc1cccc(-c2nc(CN3CCCC(C(=O)NC4CCC(C)CC4)C3)c(C)o2)c1 (centres undefined)	0.7	0.6	-8.6	11.7	1.9	13.4	-3.7	3.9	6.0

# Grouped by structure, those above containing a halogen (seven)
item	mol	FXIIa inh mix	AP complement	C1s block	CatL block	CatB mix inh	Cathepsin G inh	FXIa mix inh	CatB block	CatS inh
15	O=C1CC(N2CCN(c3ccccc3F)CC2)C(=O)N1c1ccc2c(c1)OCCO2 (centres undefined)	-9.1	-2.4	-16.2	3.9	-4.9	-2.0	-9.9	-2.6	3.8
21	CC(=O)N1CCc2cc(Br)cc(S(=O)(=O)N3CCCCCC3)c21	-1.3	11.1	-37.3	3.7	2.5	8.1	1.1	1.9	-6.0
24	COc1cc(NS(=O)(=O)c2ccc(Br)cc2)c(OC)cc1NC(=O)c1ccco1	0.0	1.1	-6.8	0.7	-0.6	1.8	11.2	3.9	16.2
25	COc1cc(C2c3c(n[nH]c3C)C(=O)N2c2ccc(Br)cc2)ccc1O (centres undefined)	-1.6	9.0	-4.9	-0.6	6.8	-2.0	6.0	-2.0	-4.8
26	Fc1cnc(N2CCOCC2)nc1N1CCc2ccccc21	7.3	-6.9	0.4	-10.1	-0.1	-1.9	-9.7	9.5	0.2
34	COc1ccc(-n2c(Cc3cccn3C)nnc2SCC(=O)NCc2ccccc2Cl)cc1	-12.8	11.6	-39.5	101.4*	0.0	8.0	-3.8	0.1	0.1
43	CCOc1ccc(Cl)cc1S(=O)(=O)n1cnc2ccccc21	-1.0	10.1	15.9	20.0	3.9	11.1	3.1	-2.1	5.9

# Screening results from PubChem BioAssay.

# This is a subset; count on the stated rates, not on these rows.
